Ins promoter up: insulin promoter activators in MIN6 cells, imaging, high-content screening, mouse beta cells. MIN6 insulin promoter-GFP reporter; hits give high values. z-score at 5 µM. actives 0.3% (n = 190,000). AID 1625, 2009;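 active means z-score above 3 at 5 µM with at least 500 cells counted in the well; inconclusive means wells under 500 cells, flagged as cytotoxic or low count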
Hep lipid drop: inhibitors of hepatocyte lipid droplet formation, primary screen, imaging, high-throughput imaging, BODIPY stain. actives 0.4% (n = 240,000). AID 1656, 2009. AML12 mouse hepatocytes, oleate lipid droplets. inhibition, % at 6.5 µM;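 active means lipid droplet intensity inhibited by at least 50%, with more than 500 cells counted; inconclusive means wells with under 300 cells, treated as cytotoxic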
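System: AML12 hepatocytes (mouse). Probe or stimulus: oleic acid at 100 µM to induce lipid droplet formation. Times: overnight treatment with compound plus oleate. Detection: Image-based BODIPY and DAPI two-channel analysis. Evaluation: percent inhibition of filter-corrected integrated lipid droplet intensity per well.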
bCat nuc transl: modulators of beta-catenin nuclear translocation, primary screen, imaging, HeLa cells, immunofluorescence, high-content; nuclear translocation activity, % at 5 µM; actives 0.3% (n = 190,000); AID 1665, 2009;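 active means nuclear translocation activity above 50% at 5 µM, with a well cell count of 50 or more; inconclusive means wells under 50 cells across six images, flagged as toxic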;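 further: per-cell ratio of nuclear to cytoplasmic median beta-catenin stain intensity; plate controls were DMSO negative control for no effect and GSK-3 inhibitor IX positive control for full effect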
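test system = HeLa cells, endogenous beta-catenin | dosing = single 5 µM dose plus 0.02–20 µM confirmation series | times = compound treatment 24 h, 37°C, 5% CO2 | technique = beta-catenin immunofluorescence imaging with DAPI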
WT yeast gro inh: growth inhibition of WT strain, primary screen, mitochondrial fusion inhibitor project, WT and mutant strains, chemical genetic | mitochondrial fusion phenotypic screen | inhibition, % at 10 µM | actives 2.1% (n = 190,000) | AID 1362, 2008; in the data active means inhibition above about 58%; tested in S. cerevisiae
MT stabilizer: microtubule stabilizers in HeLa cells, primary screen, imaging, high-content imaging; HeLa tubulin immunostaining HCS, 24 h; share of cells brighter than vehicle mean+2SD; % tubulin-high responders, % at 10 µM; actives 0.83% (n = 200,000);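 active means plate Z-score above 3 for both tubulin-high and condensed-nucleus cell shares, with cell loss under 80%, at 10 µM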;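 further: anti alpha tubulin signal scored within the nucleus-defined area of each cell; some results filed as inactive read as strong as hits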
T cell modulator: modulators of CD8 T cell-vesicle binding, primary screen, mouse 2C CD8+ T cells, flow cytometry | 2C CD8+ T cell-vesicle binding; hits give low values | calls only at 7 µM | actives 0.068% (n = 330,000) | AID 2052, 2009;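 active means response, share of CD8 T cells binding vesicles, and their 90th percentile fluorescence all below set limits, cut at about 80% in these data, passing the limit was not always enough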
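Benchmarks: naked versus QL9-loaded vesicles / Assay system: purified 2C TCR transgenic mouse naive CD8+ T cells / Technique: high-throughput flow cytometry with anti-B7-1 and anti-CD8 staining / Timing: Cell–vesicle co-incubation 1.5 h at 37 °C, staining 20 min on ice / Read-out: percent CD8+ FL2 mean versus row control / Probe or stimulus: QL9-loaded Drosophila micro-vesicles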
Autophagy mod: autophagy modulators in MEF cells, primary screen, imaging, high-content, MEF GFP-LC3; MEF GFP-LC3 puncta imaging; test concentration mostly 10 µM; calls only at 10 µM (by protocol); actives 0.98% (n = 190,000); AID 463193, 2010;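 active means percentage of spot-positive cells more than 3 SD above its plate mean, without a fluorescence outlier flag or 80% toxicity; inconclusive means no clear call, values can overlap the other calls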;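 further: spot-positive cell cutoff set from DMSO-treated cells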
Myeloid diff MLP: induction of myeloid progenitor differentiation, primary screen, cell-based, flow cytometry, MLPCN library; ER-HoxA9 myeloid progenitors, lysozyme-GFP differentiation; calls only at 10 µM; actives 1% (n = 360,000);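 active means normalized GFP-positive differentiation at or above the plate's own cutoff, the solvent-only control mean plus 3 SD; inconclusive means no clear call, values can overlap the other calls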;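 further: cells exposed to compound for four days before flow analysis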
West Nile antiviral: West Nile virus antiviral activity, cell-based, CPE readout (AID 1621) | West Nile virus-infected cells, CPE inhibition; higher % means a stronger effect | one-dose CPE inhibition, % at 10 µM; IC50 in µM for titrated hits | actives 0.02% (n = 290,000); in the data active means a potency from the dose series; inconclusive means CPE inhibition mostly from about 3.7% at the one dose, without a potency; inactive means the rest, 99 in 100 with CPE inhibition below about 2.2%; further: strong numbers were not always called active
WT yeast gro inh mutant strain: further read-out of WT yeast gro inh, marked with its call; inhibition, %; mitochondrial fusion phenotypic screen, mutant strain inhibition
Ins promoter up cell count: recorded beside Ins promoter up, whose call it bears; cell count; measured here: cytotoxicity, nuclei count;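 total cells summed across four imaged fields per well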
Hep lipid drop cells 6.5 µM: recorded beside Hep lipid drop, whose call it bears; cell count; measured here: cell count, cytotoxicity flag;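 cells counted across two imaged fields per well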
bCat nuc transl cell count 5 µM: further read-out of bCat nuc transl, marked with its call; cell count; measured here: cell count, cytotoxicity flag
T cell modulator vesicle-bound %: recorded beside T cell modulator, whose call it bears; double positive events, %; measured here: CD8+ vesicle-bound cell fraction;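 binding gate set so that unloaded-vesicle control wells show 10% double positive cells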
MT stabilizer Hoechst-high %: further read-out of MT stabilizer, marked with its call; % Hoechst-high responders; measured here: nuclear condensation Hoechst responders;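 share of cells brighter than vehicle mean plus two SD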
MT stabilizer cytotoxicity %: second read-out of MT stabilizer, no call of its own (marks repeat the call); toxicity, %; measured here: cytotoxicity by cell density;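 0% = mean cell density of plate MIN control wells and 100% = no cells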
Autophagy mod cell loss 18 h: recorded beside Autophagy mod, whose call it bears; toxicity, %; measured here: cell loss, nuclei count;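 cell loss after 18 h compound exposure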
Myeloid diff MLP GFP+ MAC1+ %: also measured in Myeloid diff MLP; calls as there; GFP+ MAC1+ double positive, %; measured here: differentiation confirmed by MAC1 staining
An asterisk follows results filed as active; i = inactive; ? = inconclusive; . = not tested or not shown; + = active, no number.

Structure	bCat nuc transl cell count 5 µM	Ins promoter up	WT yeast gro inh mutant strain	MT stabilizer cytotoxicity %	Hep lipid drop	Hep lipid drop cells 6.5 µM	WT yeast gro inh	Autophagy mod cell loss 18 h	T cell modulator	Myeloid diff MLP GFP+ MAC1+ %	West Nile antiviral	bCat nuc transl	Ins promoter up cell count	MT stabilizer Hoechst-high %	Autophagy mod	Myeloid diff MLP	MT stabilizer	T cell modulator vesicle-bound %
COc1cc(C(C)=O)ccc1OCC(=O)NCC1(N2CCCCC2)CCCCC1	1068	.	7	7.0	2	725	2	2	i	0.1	-0.5%	-0.4	.	3.0	i	i	2.7	54
C[C@H]1C(=O)N(C)CCN1C(=O)c1cccc(OC2CCN(CC(C)(C)C)CC2)c1	.	.	.	.	27	781	.	.	i	0.5	-0.1%	.	.	.	.	i	.	55
COc1cc(SC)ccc1C(=O)Nc1ncc(Cl)cc1Cl	856	-0.62	-8	17	-6	693	18	18*	i	0.6	-0.8%	1.3	1257	1.4	+	i	4.3	19
CC1CCc2c(sc3nc(CSc4ncn[nH]4)[nH]c(=O)c23)C1 (stereo unspecified)	1090	-0.53	-16	3.5	-4	674	-14	9	i	0.6	0.1%	0.5	1501	1.8	i	i	3.6	45
CCN(CC)S(=O)(=O)c1ccc(S(=O)(=O)N(CC(=O)Nc2ccccc2)CC2CCCO2)cc1 (stereo unspecified)	.	.	.	4.9	.	.	.	2	i	1.1	-0.2%	.	.	2.3	i	i	3.8	11
CC(Oc1ccc(Cl)cc1)c1ccnc(N)n1 (stereo unspecified)	1446	0.8	3	4.7	-4	639	-2	-12	i	0.3	0.0%	0.6	1550	2.1	i	i	2.4	57
CSCC(C)N1CCC(n2nccc2NC(=O)c2ccccc2C)CC1 (stereo unspecified)	.	.	.	.	-14	781	.	.	i	0.8	-0.2%	.	.	.	.	i	.	16
CSCC[C@H](NC(=O)C(C)(C)Oc1ccc(Cl)cc1)c1nc2ccccc2[nH]1	792	-0.45	-4	14	-28	574	10	-12	i	0.0	-0.7%	2.6	1230	3.3	i	i	4.8	59
COC(=O)Cn1ncc2c3ccccc3n(C)c2c1=O	1392	-0.05	-23	7.6	.	.	-5	-37	i	0.9	0.9%	-1.7	1477	2.1	i	i	2.1	18
CCn1cc(C(=O)O)c(=O)c2cc(F)c(N3CCN(C(=S)NC(=O)c4ccccc4Br)CC3)cc21	.	.	.	.	-3	831	.	.	i	0.3	2.0%	.	.	.	.	i	.	25
Cc1ccc2oc(C(Cl)(Cl)Cl)cc(=O)c2c1	1359	0.53	12	1.5	.	.	37	39	i	2.0	?	0.2	1523	3.8	i	i	4.5	48
CCOC(=O)N1CCN(C(=O)c2cc(-n3cnnc3)ccc2Cl)CC1	975	0.33	9	0.7	2	764	19	0	i	0.2	0.1%	-0.6	1322	3.0	i	i	4.8	51
Cc1cc2ccccc2n1CCNC(=O)Cc1ccccc1	1123	-1	-9	9.2	-2	629	6	-7	i	2.2	0.3%	-1.2	1989	3.1	i	i	6.1	34
O=C(NCc1ccccn1)C1CCN(C(=O)c2cc3sccc3n2Cc2ccc(F)cc2)CC1	1090	.	-8	7.0	-23	695	7	38	i	1.2*	-1.6%	-1.4	.	1.0	i	+	1.4	23
CC(C)(C)c1nc2ccc(NS(=O)(=O)c3ccc(F)c(F)c3F)cc2[nH]1	.	.	.	.	-1	828	.	.	i	1.8	-0.8%	.	.	.	.	i	.	36

(more compounds)
Structure	bCat nuc transl cell count 5 µM	Ins promoter up	WT yeast gro inh mutant strain	MT stabilizer cytotoxicity %	Hep lipid drop	Hep lipid drop cells 6.5 µM	WT yeast gro inh	Autophagy mod cell loss 18 h	T cell modulator	Myeloid diff MLP GFP+ MAC1+ %	West Nile antiviral	bCat nuc transl	Ins promoter up cell count	MT stabilizer Hoechst-high %	Autophagy mod	Myeloid diff MLP	MT stabilizer	T cell modulator vesicle-bound %
N[C@@H]1CONC1=O	984	0.31	-5	.	6	764	1	.	i	.	-0.5%	2.8	1439	.	.	.	.	22
O=C(Cc1coc(-c2ccc(F)cc2)n1)NC1CCCCC1	1084	-1.1	16	6.4	0	798	14	-10	i	0.3	-0.4%	-0.3	1324	2.4	i	i	3.5	8
Cc1ccc(S(=O)(=O)NCC2(c3ccccc3)CCOCC2)cc1	1130	-0.2	19	4.5	-30	723	4	-3	i	0.1	-0.1%	-1.9	1253	1.6	i	i	2.0	44
COc1ccc(CCNC(=O)CSc2nc(N)cc(=O)[nH]2)cc1OC	1128	0.35	0	1.8	-2	652	-9	-32	i	0.4	-0.2%	-5.2	1506	1.6	i	i	2.1	43
COC(=O)c1ccccc1NC(=O)COC(=O)c1ccco1	926	.	-7	7.7	.	.	-8	20	i	0.4	1.8%	-3.6	.	2.0	i	i	5.0	30
CN(C)CCCNC(=O)/C=C/c1ccc2c(c1)OCO2	986	0.12	15	5.2	7	581	-7	-4	i	0.6	0.0%	-4.4	1382	1.8	i	i	1.9	56
Clc1ccc(CCNc2nc3ccccc3n3nnnc23)cc1	1185	1.4	-18	5.7	.	.	4	5	i	2.2	.	-0.3	924	2.2	i	i	3.2	28
CC(C1CC2CCC1C2)N1CC(O)=C(c2nc3ccccc3[nH]2)C1=N (stereo unspecified)	1331	-0.68	.	.	-31	713	.	.	i	1.0*	-0.7%	1.9	1249	.	.	+	.	44
CCC1CCCCN1CCCNC(=O)Cn1nc(C)n2nc(-c3ccccc3)cc2c1=O (stereo unspecified)	.	.	.	.	-3	692	.	.	i	1.2	-0.4%	.	.	.	.	i	.	47
CCc1ccc(CN(C)Cc2nc(Cc3ccc(OC)c(OC)c3)no2)nc1	1086	-0.64	13	4.9	-2	681	2	17	i	0.0	-1.4%	-0.1	1351	2.8	i	i	2.2	59
COCCCNC(=O)CS(=O)Cc1nc(-c2ccccc2C)oc1C (stereo unspecified)	.	-0.19	-1	1.6	.	.	5	14	i	2.3	-0.3%	.	930	3.5	i	i	3.4	44
O=[N+]([O-])c1ccccc1Nc1ccc(O)cc1	1452	.	7	8.9	-19	708	0	-9	i	0.4	-0.5%	0.7	.	1.4	i	i	4.7	49
COc1cc(-c2nn3c(-c4cccnc4)nnc3s2)cc(OC)c1OC	.	-0.29	9	8.5	-3	755	19	-5	i	7.8	1.1%	.	799	1.4	i	i	1.8	18
CCc1ccc(CN(C)C(=O)c2ccc3c(c2)OCCO3)cc1	.	.	.	.	6	868	.	.	i	12*	-0.8%	.	.	.	.	+	.	46
CCOc1ccc2[nH]c(C)cc(=O)c2c1	1152	0.46	2	5.2	-1	607	10	.	i	4.2	-0.1%	-2.2	1751	1.3	.	i	11	31

Later entries:
Structure	bCat nuc transl cell count 5 µM	Ins promoter up	WT yeast gro inh mutant strain	MT stabilizer cytotoxicity %	Hep lipid drop	Hep lipid drop cells 6.5 µM	WT yeast gro inh	Autophagy mod cell loss 18 h	T cell modulator	Myeloid diff MLP GFP+ MAC1+ %	West Nile antiviral	bCat nuc transl	Ins promoter up cell count	MT stabilizer Hoechst-high %	Autophagy mod	Myeloid diff MLP	MT stabilizer	T cell modulator vesicle-bound %
Cc1ccc(CN2CCC(n3nccc3NC(=O)CCCc3ccccc3)CC2)o1	.	.	.	.	16	791	.	.	i	3.5	-0.6%	.	.	.	.	i	.	11
O=C(CCNC(=O)c1ccccc1Cl)Nc1nc(-c2ccccc2Cl)cs1	594	-0.26	-14	11	1	687	37	6	i	0.8	-1.6%	-3.0	1080	3.2	i	i	2.6	56
O=C(CCCN1C(=O)C(c2ccccc2)Oc2cccnc21)Nc1cccc(F)c1 (stereo unspecified)	.	.	.	.	-20	689	.	.	i	0.3	1.0%	.	.	.	.	i	.	12
CC(C)c1ccc(NC(=S)NNC(=O)c2cccs2)cc1	1508	0.79	9	6.9	.	.	16	19	i	0.1	0.4%	0.3	1387	0.7	i	i	2.2	12
CCOC(=O)C(CCCCC(NC(C)=O)(C(=O)OCC)C(=O)OCC)(NC(C)=O)C(=O)OCC	1378	0.87	.	.	44	725	.	.	i	0.5	0.9%	-0.7	1146	.	.	i	.	33
CC(C)CN(CC(C)C)c1ccc(/C=N/n2cnnc2)cc1[N+](=O)[O-]	1026	-0.57	24	8.3	11	669	51	9	i	1.1	-1.3%	-4.4	1600	0.8	i	i	3.5	49
O=C(Nc1cc(Cl)cc(Cl)c1)c1ccc(Cn2c(=O)[nH]c3ccsc3c2=O)cc1	570	-0.95	-4	7.2	-20	720	13	14	i	2.0	0.5%	0.5	1325	3.2	i	i	2.9	27
CCOC(=O)CNc1c(N2CCN(c3ccccn3)CC2)c(=O)c1=O	1127	1.9	3	4.1	.	.	-3	2	i	1.7	0.0%	-1.3	821	1.9	i	i	6.8	29
COc1ccc(CCNC(=O)C2CCN(C(=O)c3ccc(F)cc3)CC2)cc1OC	.	.	.	.	-7	796	.	.	i	0.2	-0.3%	.	.	.	.	i	.	49
O=C(CCn1nnc2ccccc2c1=O)N[C@@H](Cc1c[nH]c2ccccc12)C(=O)O	1289	0.15	.	.	-4	680	.	.	i	0.5	0.1%	-0.1	1031	.	.	i	.	46
O=C1C2C3C=CC(C2C(=O)N1c1nccs1)C1C(=O)N(c2nccs2)C(=O)C31 (stereo unspecified)	1023	-0.2	1	6.6	5	736	3	-4	i	0.7	0.5%	-0.8	1231	2.5	i	i	3.6	53
CSc1nsc(N/N=C/c2ccccc2)c1C#N	1017	-1.2	-4	6.7	-30	767	-2	11	i	0.5	-1.5%	1.6	993	2.2	i	i	2.7	36
